BaF3 tox: reduces parental Ba/F3 cell viability, JAK2V617F counter-screen. CellTiter-Glo ATP luminescence. inhibition, % at 5.6 µM. 1.1% of 220,000 active;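 active = inhibition above a per-campaign cutoff, the mean inhibition of all tested compounds plus 3 SD, cut at about 27% in these data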;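 note: 0% = DMSO wells and 100% = JAK Inhibitor I control wells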
Runt-CBFb FRET: Runt domain-CBFb interaction inhibition | 0.46% of 220,000 active | Cerulean-Runt/Venus-CBFb FRET ratio 530/480, 1 h | Q01196+Q13951 | inhibition, % at 20 µM;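 active = inhibition over about 50% at 20 µM in the single-dose screen, limit read from the data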;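 note: 0% = DMSO wells and 100% = excess unlabeled CBFb competitor control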
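Measured by: fluorescence energy transfer, 422 nm excitation, 530/480 nm emission; Assay system: Cerulean-Runt domain; Medium: Tris pH 7.5 buffer with BSA; Measure: loss of energy transfer signal; Controls: 5 µM unlabeled CBFb as full-inhibition high control; Incubation: protein complex preformed 1 h, compound exposure 1 h, room temperature, dark.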
RBBP9 inhibitor: inhibitors of human serine hydrolase RBBP9; 0.2% of 220,000 active; AID 1515; recombinant RBBP9, FP-Rh probe fluorescence polarization; inhibition, % at 7.94 µM; O75884;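 active = inhibition above the campaign mean of all tested compounds plus 3 SD, cut at about 14% in these data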;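 note: plate controls were DMSO wells with RBBP9 for no effect and wells lacking RBBP9 protein for full effect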
Target sequence (O75884 whole entry, looked up): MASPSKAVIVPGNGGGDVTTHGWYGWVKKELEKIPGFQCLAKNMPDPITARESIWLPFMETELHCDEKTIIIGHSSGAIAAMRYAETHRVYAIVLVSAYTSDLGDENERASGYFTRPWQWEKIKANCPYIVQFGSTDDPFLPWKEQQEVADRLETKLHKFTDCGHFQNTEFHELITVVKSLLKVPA
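System: RBBP9 protein | Quantity: 2.5 µM RBBP9 dispensing solution, before mixing | Reagent: FP-Rh probe, 375 nM dispensing solution | Timing: Enzyme-compound preincubation 30 min, then probe labeling 45 min, 25 °C | Measured by: Fluorescence polarization | Read-out: % inhibition | Replication: One well per compound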
S1P4 ag: activates the human S1P4 receptor; O95977; S1P4-expressing cell line, agonist reporter assay; activation, % at 4.98 µM; 0.35% of 220,000 active; AID 1509; in the data active = activation above about 11%;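 note: 0% = DMSO vehicle and 100% = reference agonist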
Target sequence (O95977 whole entry, looked up): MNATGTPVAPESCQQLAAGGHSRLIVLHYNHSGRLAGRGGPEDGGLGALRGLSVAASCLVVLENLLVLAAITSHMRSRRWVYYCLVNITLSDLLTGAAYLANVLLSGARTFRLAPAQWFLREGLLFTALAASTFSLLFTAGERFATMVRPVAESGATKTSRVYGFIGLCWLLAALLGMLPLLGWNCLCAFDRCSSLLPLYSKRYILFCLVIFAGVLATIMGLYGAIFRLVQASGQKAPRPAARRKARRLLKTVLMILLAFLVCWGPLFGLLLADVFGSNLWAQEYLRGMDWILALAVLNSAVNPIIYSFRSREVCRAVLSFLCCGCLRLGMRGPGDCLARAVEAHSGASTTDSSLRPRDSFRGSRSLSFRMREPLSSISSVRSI
S1P4 antagonist: blocks the human S1P4 receptor. inhibition, % at 4.98 µM. 0.26% of 220,000 active. AID 1510. S1P4-expressing cells, antagonist mode, reporter read-out; in the data active = inhibition above about 29%;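 note: 0% = wells stimulated with agonist and 100% = vehicle wells without agonist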
NPY-Y1 antag: antagonists of human neuropeptide Y receptor Y1. P25929. HEK293-CNG Y1 cells, membrane potential fluorescence; NPY at EC95, then isoproterenol. inhibition, % at 3.6 µM. 1% of 200,000 active. AID 1040;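 active = inhibition above the campaign mean inhibition of all tested compounds plus 3 SD, cut at about 20% in these data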;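 note: 0% = DMSO wells given NPY plus isoproterenol and 100% = isoproterenol alone without NPY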
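System: HEK293 cells with Y1 receptor plus CNG channel / Probe or stimulus: NPY 25 nM then isoproterenol 1 µM plus Ro 20-1724 25 µM / Compound: one concentration, 3.6 µM, in 0.4% DMSO / Schedule: compound incubation 1 h at room temperature, readout 45 min post-stimulation / Measured by: membrane potential fluorescence / Read-out: % inhibition of NPY effect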
Ba/F3 V617F tox: lowers viability of Ba/F3 cells expressing EpoR and JAK2V617F | inhibition, % at 5.6 µM | ATP luminescence | 1.1% of 220,000 active | AID 1446;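 active = inhibition above the campaign mean plus 3 SD over all tested compounds, cut at about 24% in these data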;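 note: cytokine-independent growth of Ba/F3 cells driven by EpoR plus mutant JAK2; 0% = DMSO-treated cells and 100% = JAK inhibitor I control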
NPY-Y1 PAM-ag: human NPY-Y1 potentiation or agonism, primary screen; activation, % at 3.6 µM; 0.37% of 220,000 active; NPY-Y1 expressing cells, potentiator/agonist activation; AID 1304; in the data active = activation above about 33%, passing the limit was not always enough;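 note: cells stimulated with NPY at EC10 then isoproterenol at EC100; 0% = low agonist plus stimulus and 100% = saturating agonist plus stimulus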
NPY2 pot ag: potentiators or agonists of human neuropeptide Y receptor Y2 | cells expressing NPY-Y2, potentiator/agonist read-out | activation, % at 3.6 µM | 0.45% of 220,000 active; in the data active = activation above about 27%;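 note: cells stimulated with NPY near EC25 plus isoproterenol at EC100; 0% = vehicle plus submaximal agonist and 100% = vehicle plus saturating agonist; some results beyond the cut were filed as inactive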
Target sequence (P49146 whole entry, looked up): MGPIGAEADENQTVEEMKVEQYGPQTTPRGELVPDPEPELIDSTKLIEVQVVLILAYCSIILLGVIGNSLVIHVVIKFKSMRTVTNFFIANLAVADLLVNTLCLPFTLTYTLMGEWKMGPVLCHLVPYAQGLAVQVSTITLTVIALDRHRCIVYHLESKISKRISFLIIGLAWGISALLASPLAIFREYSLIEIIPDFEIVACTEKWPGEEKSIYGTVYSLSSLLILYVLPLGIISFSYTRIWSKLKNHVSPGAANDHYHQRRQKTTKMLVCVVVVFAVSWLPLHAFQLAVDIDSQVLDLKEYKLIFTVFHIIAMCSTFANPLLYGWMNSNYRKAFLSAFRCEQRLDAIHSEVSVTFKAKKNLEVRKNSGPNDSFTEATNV
Active calls of the source: *; . = not tested or not shown.

Results follow in this order: BaF3 tox, Runt-CBFb FRET, RBBP9 inhibitor, S1P4 ag, S1P4 antagonist, NPY-Y1 antag, Ba/F3 V617F tox, NPY-Y1 PAM-ag, NPY2 pot ag
1: CCOC(=O)c1[nH]c(C)c(C(=O)OCCOc2cccc(C)c2)c1C
 : 0, -6, -2, 0.7, -11, -1, -3, -14, -5
2: C/C(=N\Nc1ccc2nncn2n1)c1ccco1
 : 2, 2, 2, 1.1, -16, ., -4, -3, 6
3: NC(=O)c1cc(C(=O)c2ccc(Cl)cc2)c[nH]1
 : -3, 0, -3, -1.1, -13, -3, -2, -7, 10
4: COc1ccc(N2CCN(C(=O)c3ccc4c(c3)[nH]c(=S)n3c5ccccc5nc43)CC2)cc1
 : -1, 15, -7, 1.4, -13, 3, 1, 0, 2
5: CC1CN(C(=O)c2ccc(COCC(F)(F)F)o2)CC(C)O1 (configuration not stated)
 : 1, -1, 5, -0.5, 1, 8, -4, -12, 14
6: O=C(CSc1ccc(-c2ccccn2)nn1)N1CCCCC1
 : 3, 2, -10, 0.9, 2, 3, 2, -5, 1
7: CC(=O)Nc1ccc(S(=O)(=O)N(CCc2ccccc2)CC(=O)N/N=C/c2ccc(C(=O)O)cc2)cc1
 : -2, 0, 5, 0.8, 6, -1, -6, -17, 4
8: COC(=O)Nc1sc2c(c1C(=O)NCc1ccco1)CCC2
 : 5, 3, 0, -0.9, -8, -4, 3, -5, 13
9: Cc1ccc(-c2nnn(CC(=O)Nc3ccccc3-c3ccccc3)n2)c(-n2cnnn2)c1
 : 11, 0, -9, -0.7, 5, 15, 3, -10, 1
10: Clc1ccc(Nc2nc3ccccc3n3nnnc23)cc1
 : 4, 5, -3, -1.7, -10, 12, 2, -5, -16
11: O=C(c1cc(-c2ccccc2)nc2ccccc12)N1CCCc2ccccc21
 : 3, 0, -4, 0.9, -46, 9, -3, -44, -22
12: Clc1ccccc1-c1nnc2sc(-c3ccncc3)nn12
 : 5, 2, -9, 1.0, 3, 0, 3, 7, 1
13: O=C1CCCN1CN1CCCCC1
 : -1, -2, -1, 0.9, -3, -5, -2, 10, -1
14: C=CCN(c1ccccc1Cl)S(=O)(=O)c1cccc(C(=O)NCCc2ccc(OC)cc2)c1
 : 4, -3, -12, -1.0, -5, 6, 2, -17, -11
15: O=C(N1CCCCCC1)n1c(Cc2ccccc2)nc2ccccc21
 : 3, 0, -9, 1.9, -16, -6, 0, 3, 14
16: O=C(/C=C/c1ccc(F)cc1)c1cc(Br)ccc1O
 : 3, -1, -2, 1.7, 6, ., -3, 4, -44
17: CCCN(CCC)S(=O)(=O)c1ccc(C(=O)NCc2ccc3c(c2)OCO3)cc1
 : 2, -1, -9, -0.4, -12, 0, 0, 1, -7
18: CCOC1(OCC)C(c2ccc(N)cc2)C(C#N)(C#N)C1(OCC)OCC (configuration not stated)
 : 1, 4, 3, 0.8, -6, 6, -3, 6, -2
19: CC(=O)NC(c1ccc([N+](=O)[O-])cc1)c1c(O)ccc2ccccc12 (configuration not stated)
 : -4, 3, -4, 1.1, 7, -2, -2, 7, 16
20: Clc1ccc(OCCn2cnc3ccccc32)c(Cl)c1
 : 2, -6, -1, 0.8, 9, 4, 0, -7, 2
21: Cc1ccc2nc(CSc3nnc(-c4ccco4)o3)cc(=O)n2c1
 : -1, ., -1, 0.1, -8, 2, -4, 1, 8
22: C=CCOc1c(Br)cc(C2C3=C(CCCC3=O)N(C)C3=C2C(=O)CCC3)cc1OCC
 : 7, 96*, 0, 0.8, -5, 4, 4, -6, 13
23: O=C(COc1ccc(F)cc1)N1CCC(c2ccccc2)C1 (configuration not stated)
 : 2, -3, 3, -0.9, -9, -8, -1, -7, -4
24: CC(C)(C)c1ccc(C(=O)c2c[nH]c(C(=O)NCCCN3CCOCC3)c2)cc1
 : 3, -1, -10, -0.7, -22, -1, -3, -8, -8
25: Cc1nnc(NC(=O)CSc2ccc(-c3ccc(Cl)cc3)nn2)s1
 : 1, 0, 2, -1.4, 1, 1, -2, 0, 13
26: CCOc1ccc(Nc2ccc(N3C(=O)CCC3=O)cc2[N+](=O)[O-])cc1
 : -1, -7, -10, 0.3, -2, -2, 1, 21, 10
27: CC(C)NS(=O)(=O)c1ccc(CCC(=O)N2CCCC2)cc1
 : 3, 0, -3, 0.3, -13, 4, 0, 13, -3
28: Cc1cccc(NC(=O)CN2C(=O)S/C(=C\C(=O)Nc3ccc(Cl)cc3)C2=O)c1
 : 4, -3, -10, 0.9, -33, 1, 2, 1, 4
29: CC(C)C(=O)Nc1ccc2c(c1)nc1n2CCSC1
 : 7, 3, 7, 0.2, -14, -10, 2, -14, -3
30: COc1ccc(CCNC(=O)c2nonc2N)cc1OC
 : 69*, -2, 10, -0.5, -7, 12, -2, 10, 12

Among those listed so far, these contain a furan ring, fused or not.
Results follow in this order: BaF3 tox, Runt-CBFb FRET, RBBP9 inhibitor, S1P4 ag, S1P4 antagonist, NPY-Y1 antag, Ba/F3 V617F tox, NPY-Y1 PAM-ag, NPY2 pot ag
2: C/C(=N\Nc1ccc2nncn2n1)c1ccco1
 : 2, 2, 2, 1.1, -16, ., -4, -3, 6
5: CC1CN(C(=O)c2ccc(COCC(F)(F)F)o2)CC(C)O1 (configuration not stated)
 : 1, -1, 5, -0.5, 1, 8, -4, -12, 14
8: COC(=O)Nc1sc2c(c1C(=O)NCc1ccco1)CCC2
 : 5, 3, 0, -0.9, -8, -4, 3, -5, 13
21: Cc1ccc2nc(CSc3nnc(-c4ccco4)o3)cc(=O)n2c1
 : -1, ., -1, 0.1, -8, 2, -4, 1, 8

Later entries:
Results follow in this order: BaF3 tox, Runt-CBFb FRET, RBBP9 inhibitor, S1P4 ag, S1P4 antagonist, NPY-Y1 antag, Ba/F3 V617F tox, NPY-Y1 PAM-ag, NPY2 pot ag
31: COC(=O)c1ccccc1NC(=S)NC(=O)c1cccc2ccccc12
 : -3, -1, -7, 1.0, 1, 8, -2, -12, -4
32: O=C(/C=C/c1ccccc1)c1ccc2c(c1)OCCCCO2
 : 0, -2, -7, 0.2, 2, 8, 0, 2, 0
33: CCC(Oc1ccc2ccccc2c1)C(=O)O (configuration not stated)
 : 9, 0, -5, -0.3, -17, 21*, 1, -1, -31
34: C/C(=N\NC(=O)Cc1ccc(F)cc1)c1ccc(F)cc1
 : 5, -2, 2, -0.3, -19, -3, 1, 8, -1
35: O=C(NCc1cccnc1)c1ccccc1CCc1ccccc1
 : 5, -1, 3, 0.1, -11, -2, 3, -8, 5
36: Cc1cc(NC(=O)CSc2nnc(-c3ccco3)n2Cc2ccco2)no1
 : 4, 1, -7, -0.4, -9, 1, 2, -14, -4
37: O=C(NNS(=O)(=O)c1ccc(Br)cc1)NC1CCCCC1
 : -1, -2, -5, -2.0, -15, -3, -6, 7, 0
38: O=C(NCc1ccccn1)C(=O)N/N=C/c1ccc2c(c1)OCO2
 : 1, 0, 2, -1.0, 18, 5, -4, 28, 9
39: O=C(NCCC1=CCCCC1)C1CCN(c2nc3ccccc3o2)CC1
 : 4, -6, -2, 1.2, -11, -2, -3, -23, 3
40: Cc1cccc(OCc2nc3c4c(ncn3n2)-c2ccccc2CC42CCCC2)c1
 : 6, 3, -11, 1.6, -23, -1, 2, 13, -9
41: COc1ccc(C(C)=O)cc1CSc1nnc(Nc2c(C)cccc2C)s1
 : 2, -3, -4, -0.2, -11, 4, 0, -17, -10
42: O=C(NCCCn1ccnc1)c1ccc(Br)o1
 : 5, -1, -3, 1.2, 0, 0, 0, 16, 7
43: Cc1ccc(/C=C/C(=O)Nc2ccc(S(=O)(=O)Nc3ncccn3)cc2)cc1
 : 1, -1, 3, 3.1, -16, 0, -3, 14, -2
44: COc1ccc(C[C@@H]2CN3C(=NC[C@@H]3C)N2C[C@H](C)NC(=O)c2ccc(C)c(Br)c2)cc1
 : 0, -1, -18, 0.0, 24, 2, 0, -8, -14
45: Cn1c2c(c3ccccc31)CC/C2=N\O
 : 10, 0, -3, -0.2, -13, 4, 3, -7, -22
46: COc1ccc(NS(=O)(=O)c2cccc(NC(=O)c3ccc(Cl)nc3)c2)cc1
 : 78*, 1, -12, -0.8, 12, 16, 63*, -21, 14
47: Cc1ccc(C2=CC(c3cccs3)n3nnnc3N2)cc1 (configuration not stated)
 : 2, -3, -3, -0.6, -1, -1, -5, 7, 3
48: O=C(NCc1csc2ccccc12)Nc1cc(Cl)cc(Cl)c1
 : -1, 0, -16, -0.7, 4, ., -7, 13, 33
49: COc1ccc(-n2nnc3c(SCC(=O)OCc4ccccc4)ncnc32)cc1
 : 4, -2, 4, 1.4, 0, -1, 2, 5, -20
50: Nc1nc2ccc(C(=O)Nc3ccccc3)cc2s1
 : 6, 5, -10, 0.6, -1, -5, 1, 18, 23
51: CC(C)c1ccc(NC(=O)C2=NNC(=O)CC2)cc1
 : 0, 0, 5, -1.4, -3, ., 0, 8, 5
52: Nc1nnc(-c2ccc(Cl)cc2Cl)s1
 : -6, 2, -3, -2.4, -7, 2, -6, 9, -6
53: Cn1c2c(c(=O)n(C)c1=O)CN(CC1CCCO1)CN2 (configuration not stated)
 : 8, 0, -2, 0.4, -7, -1, 0, -16, 4
54: COc1ccc(-c2nn(-c3ccccc3)cc2/C=N/N=C(N)N)cc1OC
 : 1, -2, -4, -0.1, -13, -1, 0, -6, -6
55: CCc1ccc2nc3sc(C(=O)Nc4nnc(CC)s4)c(N)c3cc2c1
 : 4, 11, 0, 1.8, -5, 0, -2, 9, -7
56: Nc1nc2n(n1)C(c1ccc(Cl)cc1)CC(c1ccc(F)cc1)N2 (configuration not stated)
 : 1, -1, -7, -1.1, -19, 15, 0, 9, -7

Taken from above, 2 compounds:
Results follow in this order: BaF3 tox, Runt-CBFb FRET, RBBP9 inhibitor, S1P4 ag, S1P4 antagonist, NPY-Y1 antag, Ba/F3 V617F tox, NPY-Y1 PAM-ag, NPY2 pot ag
34: C/C(=N\NC(=O)Cc1ccc(F)cc1)c1ccc(F)cc1
 : 5, -2, 2, -0.3, -19, -3, 1, 8, -1
35: O=C(NCc1cccnc1)c1ccccc1CCc1ccccc1
 : 5, -1, 3, 0.1, -11, -2, 3, -8, 5

Single values from the entries so far.
NPY-Y1 antag, compound 50 : -5
S1P4 ag, compound 49 : 1.4
Runt-CBFb FRET, compound 47 : -3
NPY-Y1 PAM-ag, compound 53 : -16
NPY-Y1 PAM-ag, compound 46 : -21
NPY-Y1 antag, compound 42 : 0
